Screens (PubChem)
AP complement – alternative pathway complement inhibition, orthogonal assay; Human serum alternative complement pathway, LPS-coated ELISA, C3 deposition; tested in compound mixtures; inhibition, % at 5 µM; 62,000 compounds, 0.08% hits; AID 1235;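 active = inhibition above 30% in each of the two pooled mixtures holding the compound, so the lower value exceeds 30%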;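 also: 0% = serum in Mg-EGTA without compound and 100% = EDTA serum blank; some compounds past the cut are filed as inactive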
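Assay system: Human serum alternative complement pathway, C3 deposition on LPS-coated wells | Incubation: 1 h serum-compound exposure at 37 °C | Doses: 5 µM per compound in ten-compound mixtures | Read-out: Percent inhibition | Technique: ELISA with HRP anti-human C3 antibody, TMB substrate, absorbance 450 nm | Replication: Two pool placements per compound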
5HT1E antag – 5-HT1E (human) receptor antagonism; P28566; AID 571; inhibition, % at 6 µM; CHO 5-HT1E Ga15 NFAT-bla reporter, FRET, antagonist; 65,000 compounds, 0.99% hits;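 active = inhibition above a set limit, the mean inhibition across every tested compound plus 3 SD, cut at about 29% in these data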;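 also: signal is the 460 over 535 nm emission ratio of beta-lactamase substrate; 0% = agonist plus DMSO wells and 100% = wells without agonist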
RORA act – RORA (human) activation | CHO-K1 Gal4-RORA LBD luciferase reporter, luminescence; percent increase over mock-subtracted basal signal | activation, % at 10 µM | 65,000 compounds, 1.5% hits | AID 560;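 active = activation above the mean of all tested compounds plus 3 SD, cut at about 49% in these data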;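 also: 0% = DMSO-treated RORA cells and 100% = added signal equal to DMSO minus mock-transfected cells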
Target sequence (P35398 whole entry, looked up, the tested form may be a part): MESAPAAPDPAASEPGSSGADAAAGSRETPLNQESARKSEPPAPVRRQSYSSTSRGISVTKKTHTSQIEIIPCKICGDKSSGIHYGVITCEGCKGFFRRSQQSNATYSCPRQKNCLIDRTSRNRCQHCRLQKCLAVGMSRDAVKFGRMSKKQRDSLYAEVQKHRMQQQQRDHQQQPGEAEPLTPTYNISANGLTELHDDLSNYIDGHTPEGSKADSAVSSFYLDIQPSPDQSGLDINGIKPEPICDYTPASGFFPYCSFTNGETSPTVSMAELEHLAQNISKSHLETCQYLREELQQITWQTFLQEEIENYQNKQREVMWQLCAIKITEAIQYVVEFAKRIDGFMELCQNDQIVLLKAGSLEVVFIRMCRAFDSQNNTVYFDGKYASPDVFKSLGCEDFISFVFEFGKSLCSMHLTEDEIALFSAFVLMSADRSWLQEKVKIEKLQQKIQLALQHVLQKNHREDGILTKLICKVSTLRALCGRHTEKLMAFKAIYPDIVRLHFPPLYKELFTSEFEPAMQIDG
S1P1 ag pot – agonists and agonism potentiators of human S1P1 receptor | P21453 | S1P1 CRE-bla cells, forskolin, beta-lactamase FRET, potentiator mode; S1P1 agonist co-added at EC20, 2 nM; 100% = saturating reference agonist, 0% = basal | activation, % at 9.5 µM | 56,000 compounds, 0.57% hits;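 active = activation above a cutoff set at the mean activation of all tested compounds plus 3 SD, cut at about 54% in these data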;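 also: forskolin at 4 µM as EC80 and the EC20 agonist is SEW2871; 100% = SEW2871 at its EC100 plus forskolin at EC80; some compounds past the cut are filed as inactive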
S1P3 ag – activates the human S1P3 receptor; S1P3 NFAT-BLA reporter cells, agonism, FRET ratio; relative to 1 µM S1P, basal subtracted; activation, % at 4.5 µM; 60,000 compounds, 0.1% hits;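 active = activation above the screen-wide mean plus 3 SD, cut at about 4.5% in these data, passing the limit was not always enough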; also: some compounds called inactive have numbers as strong as hits
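Measure – % activation relative to 1 µM S1P (100%), per plate · System – stable CHO line with human S1P3, Gα16, NFAT-BLA reporter · Timing – cells plated overnight, compound 4 h 37 °C, substrate 2 h RT · Technique – fluorescent BLA substrate, ex 405 nm, em 460/535 nm ratio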
Ecoli tolC – growth inhibitors of E. coli BW25113 tolC mutant. OD615. growth inhibition, % at 10 µM (by protocol). 65,000 compounds, 2.2% hits;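 active = growth inhibition at or above a cutoff equal to the mean over every tested compound plus 3 SD, cut at about 60% in these data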;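 also: growth measured after 20 h incubation at 37 °C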
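Test system: E. coli BW25113 ΔtolC::kan bacteria | Medium: Kanamycin-containing LB broth (50 µg/mL) | Dosing: One dose of 10 µM final | Times: 20 h incubation with compound, 37 °C | Detection: Optical density read at 615 nm | Read-out basis: Percent growth inhibition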
5HT1a antag – antagonists of human 5-HT1a serotonin receptor; P08908; CHO 5-HT1a Ga15 NFAT-bla reporter, antagonist mode; inhibition, % at 10 µM; 62,000 compounds, 0.68% hits; AID 612;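 active = inhibition above the mean of all tested compounds plus 3 SD, cut at about 43% in these data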;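 also: receptor stimulated by 5-CT agonist at 100 nM near EC80; beta-lactamase reporter measured by ratiometric fluorescence of a cleavable substrate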
Target sequence (P08908 whole entry, looked up): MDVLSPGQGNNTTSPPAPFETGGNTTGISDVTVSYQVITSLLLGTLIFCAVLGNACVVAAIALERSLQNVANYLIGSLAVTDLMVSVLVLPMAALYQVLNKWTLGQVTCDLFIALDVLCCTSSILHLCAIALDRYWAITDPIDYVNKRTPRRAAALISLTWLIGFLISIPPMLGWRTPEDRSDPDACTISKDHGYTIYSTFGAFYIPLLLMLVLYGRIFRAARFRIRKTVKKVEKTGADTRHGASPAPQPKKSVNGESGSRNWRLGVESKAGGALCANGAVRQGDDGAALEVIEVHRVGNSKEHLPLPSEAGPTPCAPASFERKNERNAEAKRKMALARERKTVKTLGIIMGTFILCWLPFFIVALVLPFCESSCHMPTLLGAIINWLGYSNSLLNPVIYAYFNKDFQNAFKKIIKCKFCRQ
HTR1E agonist – agonists of human 5-HT1E serotonin receptor; CHO 5-HT1E Ga15 NFAT-bla reporter, FRET; 0% DMSO wells, 100% control agonist wells; activation, % at 6 µM; 65,000 compounds, 0.69% hits;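 active = activation above a set limit, the screen-wide mean activation plus 3 SD, cut at about 8.5% in these data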;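 also: 100% = positive control agonist at 1 µM giving full maximal response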
SF-1 act – activates the human nuclear receptor SF-1; Q13285; CHO-K1 Gal4-SF-1 LBD luciferase reporter; % increase over DMSO SF-1-specific signal; activation, % at 10 µM; 65,000 compounds, 1.9% hits;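 active = activation above the mean activation of all tested compounds plus 3 SD, cut at about 50% in these data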
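Test system: CHO-K1 cells co-transfected with Gal4 DBD–human SF-1 LBD, 5xGal4 luciferase reporter. Quantity: 4,000 cells per well. Compound: 10 µM only. Incubation: compound added 1 h post-seeding, 20 h exposure at 37 °C, 5% CO2. Detection: SteadyLite luciferase luminescence. Replication: one test per compound.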
Starred values were filed as active, the others as inactive; x = not tested or not shown.

#1 Cc1ccccc1NC(=O)c1nc[nH]c1C(=O)NCc1ccccc1
#2 CC1=CC=CN2CC(O)CN=C12 (centres undefined)
#3 CCOc1cccc(C(=O)Nc2nnc(-c3ccco3)s2)c1
#4 CC(C)CCC(CCN1CCOCC1)c1ccc2c(c1)OCO2 (centres undefined)
#5 Cc1ccc(-n2nnnc2SCC(=O)c2cc(C)n(-c3cc(C)on3)c2C)c(C)c1
#6 O=C(CSc1nc(-c2ccco2)cc(C(F)(F)F)n1)NC1CCCC1
#7 CCOC(=O)C1=C(C)NC(=O)NC1c1ccc(NC(C)=O)cc1 (centres undefined)
#8 C=CCN1C(=O)C(O)(CC(=O)c2ccc(Cl)cc2)c2ccccc21 (centres undefined)

Compound	1	2	3	4	5	6	7	8
AP complement	1	6	14	10	-35	-3	0	9
5HT1E antag	16	-17	4	-3	-5	23	-4	-8
RORA act	-2	-10	4	-21	-24	-8	3	1
S1P1 ag pot	-11	-5	x	2	2	42	3	x
S1P3 ag	-0.9	-2.5	-1.0	-0.3	-1.4	-0.9	0.1	x
Ecoli tolC	41	7	10	19	29	3	-7	6
5HT1a antag	28	x	8	2	6	26	2	7
HTR1E agonist	0.5	1.7	-0.3	0.7	-1.1	-1.4	-0.7	1.0
SF-1 act	12	-8	11	-9	4	3	21	5

#9 CC1CCN(CCC(=O)N2CCCc3c2c(=O)oc2ccc(O)cc32)CC1
#10 O=C(Cn1c(=O)sc2ccccc21)NCc1ccccn1
#11 CCOc1ccc(C(=O)CN2CCN(S(=O)(=O)c3ccc(Br)cc3)CC2)cc1
#12 O=C(c1cccc(S(=O)(=O)N2CCCC2)c1)c1nnc(-c2ccncc2)o1
#13 CCN(CC)c1ccc(/C=N/n2c(C)cc(C)cc2=O)cc1
#14 CC1(C)CC(=O)C(C=NCc2ccc3c(c2)OCO3)=C(O)C1
#15 CCC(C(=O)NC1CCCC1)N(Cc1ccco1)C(=O)Cn1nnc(-c2ccc(C)cc2)n1 (centres undefined)
#16 CC12CN3CC(C)(CN(C1)C3c1ccc(Br)cc1O)C2 (centres undefined)

Compound	9	10	11	12	13	14	15	16
AP complement	5	17	0	17	12	12	-2	x
5HT1E antag	14	-11	-10	-9	-2	5	5	7
RORA act	-29	25	14	-17	3	15	-23	-7
S1P1 ag pot	22	0	13	-8	-15	-19	8	-1
S1P3 ag	-0.4	0.4	-0.1	0.1	-1.3	-0.7	-1.5	-1.1
Ecoli tolC	-2	-17	-9	-2	20	-10	0	20
5HT1a antag	18	2	-3	-19	2	-5	19	x
HTR1E agonist	-1.0	0.2	-0.1	-0.1	-1.2	-0.3	9.0*	-0.8
SF-1 act	-14	36	4	-6	-13	11	14	-2

Individual results from the list.
`Cc1ccc(-n2nnnc2SCC(=O)c2cc(C)n(-c3cc(C)on3)c2C)c(C)c1` – SF-1 act = 4
`O=C(c1cccc(S(=O)(=O)N2CCCC2)c1)c1nnc(-c2ccncc2)o1` – S1P1 ag pot = -8

More compounds follow.
#17 c1ccc(-c2nn3c(C4COc5ccccc5O4)nnc3s2)cc1 (centres undefined)
#18 CCCN(C(=O)c1ccccc1N)c1c(C)n(C)n(-c2ccccc2)c1=O
#19 C=C(Cl)COC(=O)[C@H]1C2C=CC(C2)C1C(=O)O (some centres undefined)
#20 OC(COCC1COc2ccccc2O1)CN1CCc2ccccc2C1 (centres undefined)
#21 COC(=O)c1ccc(NC(=O)CCn2c(=O)oc3ccccc32)cc1
#22 O=C(Nc1cc(C(F)(F)F)ccc1F)C1CCC1
#23 COC(=O)C(NC(=O)C(C)Oc1ccccc1)C(C)C (centres undefined)
#24 Cc1oc2c(c1C(=O)NCc1cc(C(=O)O)co1)CCCC2

Compound	17	18	19	20	21	22	23	24
AP complement	17	-15	-6	-5	8	12	10	21
5HT1E antag	6	-7	-3	3	14	-6	-1	-4
RORA act	1	11	-21	-14	4	0	-5	-25
S1P1 ag pot	-11	-4	-2	x	9	-22	-10	-28
S1P3 ag	-0.8	-1.1	-0.1	x	-1.3	-0.3	-1.0	-0.4
Ecoli tolC	-12	-13	-6	-3	-1	-26	-15	-15
5HT1a antag	-12	9	9	13	-12	0	7	-6
HTR1E agonist	-0.1	0.9	-0.7	0.6	-0.6	0.3	-1.2	0.1
SF-1 act	18	8	3	9	-10	8	4	2

In a second layout: 2 of the compounds above
Each structure is followed by: AP complement | 5HT1E antag | RORA act | S1P1 ag pot | S1P3 ag | Ecoli tolC | 5HT1a antag | HTR1E agonist | SF-1 act
24. Cc1oc2c(c1C(=O)NCc1cc(C(=O)O)co1)CCCC2
 : 21 | -4 | -25 | -28 | -0.4 | -15 | -6 | 0.1 | 2
23. COC(=O)C(NC(=O)C(C)Oc1ccccc1)C(C)C (centres undefined)
 : 10 | -1 | -5 | -10 | -1.0 | -15 | 7 | -1.2 | 4

Next part
#25 CSc1ccccc1NC(=O)c1c(Br)cnn1C
#26 COc1cccc(NC(=O)c2oc3ccccc3c2NC(=O)c2ccc3c(c2)OCO3)c1
#27 CC(C)(C)c1ccc(OCC(=O)N2CCN(C=O)CC2)cc1
#28 COc1ccc(N2C(=O)C3CC(C)=C(C)CC3C2=O)c(OC)c1 (centres undefined)
#29 CN1c2ccccc2C(C)(C)C12C=Cc1cc(O)ccc1O2 (centres undefined)
#30 Cn1ncc2c(Nc3ccc4ccccc4c3)ncnc21
#31 COCCCNC(=O)c1ccc(N(C)S(=O)(=O)c2ccc(OC)cc2)cc1
#32 COCCNS(=O)(=O)c1cc(-c2nn(C)c(=O)c3ccccc23)ccc1C

Compound	25	26	27	28	29	30	31	32
AP complement	-19	11	4	10	19	2	-8	13
5HT1E antag	9	7	0	1	6	4	-7	13
RORA act	-7	23	9	-1	-22	42	1	-12
S1P1 ag pot	1	-25	x	x	109	-6	-12	x
S1P3 ag	-4.1	-0.5	x	-0.5	-0.9	-0.1	-0.7	x
Ecoli tolC	3	-1	2	-6	7	8	3	1
5HT1a antag	x	11	0	1	9	-17	-17	-6
HTR1E agonist	-1.5	-0.6	-0.7	-0.3	0.2	0.4	-0.1	-0.7
SF-1 act	-4	-3	-5	-13	-9	34	0	-5

4 compounds picked at random from those above:
#31 COCCCNC(=O)c1ccc(N(C)S(=O)(=O)c2ccc(OC)cc2)cc1
#28 COc1ccc(N2C(=O)C3CC(C)=C(C)CC3C2=O)c(OC)c1 (centres undefined)
#32 COCCNS(=O)(=O)c1cc(-c2nn(C)c(=O)c3ccccc23)ccc1C
#30 Cn1ncc2c(Nc3ccc4ccccc4c3)ncnc21

Compound	31	28	32	30
AP complement	-8	10	13	2
5HT1E antag	-7	1	13	4
RORA act	1	-1	-12	42
S1P1 ag pot	-12	x	x	-6
S1P3 ag	-0.7	-0.5	x	-0.1
Ecoli tolC	3	-6	1	8
5HT1a antag	-17	1	-6	-17
HTR1E agonist	-0.1	-0.3	-0.7	0.4
SF-1 act	0	-13	-5	34

HTR1E agonist, hit marks shown above
entry	Compound	AP complement	5HT1E antag	S1P1 ag pot	S1P3 ag	5HT1a antag	HTR1E agonist
15	CCC(C(=O)NC1CCCC1)N(Cc1ccco1)C(=O)Cn1nnc(-c2ccc(C)cc2)n1 (centres undefined)	-2	5	8	-1.5	19	9.0*

Other records
#33 COC(=O)CCC(NC(=O)OCc1ccccc1)C(=O)NC(CC(C)C)C(=O)OC (centres undefined)
#34 COC(=O)c1cnn2c(C(F)(F)F)cc(-c3ccc(F)cc3)nc12
#35 O=S(=O)(NCc1ccccn1)c1ccc(Br)s1
#36 CCOC(=O)c1cccnc1SCC(=O)N(C)c1ccccc1
#37 CC(C)OC(=O)CCCN1C(=O)c2ccc(N)cc2C1=O
#38 Cc1ccc(C)n1-n1c(C)nc2sc(-c3ccccc3)cc2c1=O
#39 CN(C)c1nc(Nc2ccccc2)nc(Oc2ccc(=O)[nH]n2)n1
#40 Cc1cc(O)ccc1Nc1nc(-c2sc(N)nc2C)cs1

Compound	33	34	35	36	37	38	39	40
AP complement	10	-10	7	1	27	-13	5	15
5HT1E antag	-10	0	9	5	21	2	7	1
RORA act	-2	2	0	-29	-10	30	-14	7
S1P1 ag pot	-27	-5	4	11	10	45	x	0
S1P3 ag	0.7	-0.1	-1.1	0.7	-0.5	-1.0	x	0.4
Ecoli tolC	-8	-17	-7	5	-11	14	-3	10
5HT1a antag	-2	0	2	-6	-9	28	11	-13
HTR1E agonist	-0.3	0.2	-0.2	-0.9	0.1	-1.0	-1.4	-0.6
SF-1 act	1	-10	1	-19	-7	1	-13	18

#41 O=C(Cc1ccc(Cl)cc1)NCC(=O)N1CCCC1
#42 CCOc1ccc(C(=O)N2CCC(C(=O)c3ccc4c(c3)OCCO4)CC2)cc1
#43 O=C(CCn1c(=O)oc2ccccc21)N1CCN(c2ccccc2Cl)CC1
#44 CC1CN(c2oc(-c3cccs3)nc2C#N)CC(C)O1 (centres undefined)
#45 Cn1c(=O)[nH]c(=O)c2c1nc(NCc1ccccc1)n2CCCc1ccccc1
#46 O=C1C(C=Nc2ccccc2O)=C(O)c2ccccc21
#47 CC(=O)c1c(NC(=O)C(C)C)nc(C)nc1-c1ccccc1
#48 CC(C)c1nc2n[nH]c(N)c2c2c1CCCC2
#49 O=C(NC(=O)N1CCN(c2ccccc2F)CC1)c1ccccc1

Compound	41	42	43	44	45	46	47	48	49
AP complement	-7	4	-17	x	-2	10	1	x	14
5HT1E antag	0	14	0	3	-7	2	13	9	11
RORA act	-15	10	4	-6	16	10	6	-15	-10
S1P1 ag pot	-9	33	14	-8	-34	-4	x	-42	5
S1P3 ag	-1.3	-1.3	-0.5	-2.6	0.7	-0.8	-0.9	1.2	0.4
Ecoli tolC	-8	14	12	7	0	-3	-20	17	-11
5HT1a antag	-2	12	-3	x	-4	33	10	x	5
HTR1E agonist	-0.5	1.6	0.5	0.1	0.5	0.0	-1.3	0.1	18*
SF-1 act	-14	-7	14	-6	-1	-1	-4	-5	-11
